Compound activity deposited in PubChem BioAssay by several laboratories.
FAS-TE inh = blocks the thioesterase domain of human fatty acid synthase. P49327. recombinant FAS-TE, OMFH fluorogenic substrate, fluorescence endpoint. inhibition, % at 15 µM. 360,000 tested, 0.67% active. AID 602261;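 active = compounds whose normalised, plate-corrected inhibition of enzyme fluorescence in the single-dose primary screen is 50% or more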;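 also: 0% = DMSO with enzyme and 100% = substrate without enzyme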
SKN-1 block = blocks SKN-1 activity in C. elegans; C. elegans VP596 Pgst-4::GFP/RFP ratio, acrylamide-induced, 24 h; inhibition, % at 21.8 µM; 360,000 tested, 0.49% active;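 active = interference check ratio from 0.5 to 1.5 plus GFP to RFP signal ratio inhibition reaching or exceeding a fixed threshold, cut at about 30% in these data, passing the limit was not always enough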; also: some compounds called inactive have numbers as strong as hits
Neddyl block = cullin neddylation inhibition | calls only at 25 µM | TR-FRET cullin neddylation, biochemical | AID 651699 | P61081+Q13564 | 360,000 tested, 0.58% active; in the data active = inhibition above about 36%
MT1-MMP act inh = blocks activation of human MT1-MMP; GFP/RFP ratio change, % at 20 µM; 360,000 tested, 0.061% active; HT1080 RFP-PRO-GFP cells, GFP/RFP ratio fluorescence, overnight; percent of plate control window, DMSO zero; P50281;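 active = GFP/RFP ratio change of at least 30% with cell ATP level not reduced by more than half and red fluorescence within 50% of control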; also: strong numbers were not always called active
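Test system: HT1080 RFP-PRO-GFP cells; Benchmarks: DMSO and RFP-L50D-GFP cell wells; Timing: cells overnight before dosing, compound overnight, 37 °C, 5% CO2; Compound: one 20 µM compound dose with 1% DMSO; Read-out: GFP/RFP fluorescence ratio.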
bovine MsrA act = bovine methionine sulfoxide reductase A activation; purified bovine MsrA, absorbance read-out; activation, % at 10.6 µM; 360,000 tested, 0.3% active; in the data active = activation above about 7.5%;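 also: 0% = vehicle and 100% = reference activator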
E coli Lon inh = inhibits E. coli Lon protease; 360,000 tested, 0.42% active; P0A9M0; inhibition, % at 7.94 µM; purified E. coli Lon protease, fluorescence polarization; AID 602123; in the data active = inhibition above about 13%, passing the limit was not always enough;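 also: 0% = enzyme with probe and DMSO and 100% = no enzyme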
Rin1 Abl inh = human Rin1-Abl interaction inhibition | inhibition, % at 7.35 µM | 360,000 tested, 0.4% active | P00519+Q13671 | TR-FRET Rin1/Abl binding, biochemical | AID 588664; in the data active = inhibition above about 5%, passing the limit was not always enough
PABP1 MLLE inh = blocks PAM2 peptide binding to the PABP1 MLLE domain; inhibition, % at 20 µM; GST-MLLE / FITC-PAM2 fluorescence polarization; P11940; AID 588489; 360,000 tested, 0.36% active; in the data active = inhibition above about 35%, passing the limit was not always enough;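 also: plate controls were DMSO wells with GST-MLLE for no effect and wells lacking GST-MLLE protein for full effect; some results filed as inactive read as strong as hits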
CendR NRP1 mod = NRP-1/CendR interaction modulation. FAM-RPARPAR peptide binding to NRP-1, fluorescence polarization. inhibition, % at 25 µM. 360,000 tested, 0.85% active. AID 602438;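 active = inhibition or corrected inhibition above about 18%, plus a signal ratio from 0.5 to 1.5, limit read from the data, passing the limit was not always enough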; also: strong numbers were not always called active
Target sequence (O14786 whole entry, looked up): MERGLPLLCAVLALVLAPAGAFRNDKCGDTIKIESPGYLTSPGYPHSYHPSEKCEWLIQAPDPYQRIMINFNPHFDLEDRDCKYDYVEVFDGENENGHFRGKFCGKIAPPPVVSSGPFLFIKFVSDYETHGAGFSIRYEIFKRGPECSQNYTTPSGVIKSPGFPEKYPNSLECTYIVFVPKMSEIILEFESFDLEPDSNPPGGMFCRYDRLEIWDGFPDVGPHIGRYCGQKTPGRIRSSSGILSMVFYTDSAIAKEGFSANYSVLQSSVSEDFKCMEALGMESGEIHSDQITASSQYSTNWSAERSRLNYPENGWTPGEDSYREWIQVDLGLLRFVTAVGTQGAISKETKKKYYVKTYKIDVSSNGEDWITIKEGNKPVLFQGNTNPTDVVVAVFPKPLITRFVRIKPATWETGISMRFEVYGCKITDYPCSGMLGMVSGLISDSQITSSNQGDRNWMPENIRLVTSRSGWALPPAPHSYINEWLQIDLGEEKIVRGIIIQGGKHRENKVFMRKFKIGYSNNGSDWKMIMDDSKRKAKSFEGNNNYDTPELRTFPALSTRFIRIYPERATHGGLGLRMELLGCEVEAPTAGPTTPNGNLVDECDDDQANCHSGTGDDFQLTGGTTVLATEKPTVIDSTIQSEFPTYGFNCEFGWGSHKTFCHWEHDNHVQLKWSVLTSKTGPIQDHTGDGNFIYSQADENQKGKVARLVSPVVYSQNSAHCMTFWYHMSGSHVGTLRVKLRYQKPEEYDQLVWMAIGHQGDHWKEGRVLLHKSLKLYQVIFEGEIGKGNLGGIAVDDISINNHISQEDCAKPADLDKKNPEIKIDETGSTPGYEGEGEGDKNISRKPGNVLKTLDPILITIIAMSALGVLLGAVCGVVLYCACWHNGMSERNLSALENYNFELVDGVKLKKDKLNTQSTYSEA
An asterisk follows results filed as active.

Cc1ccccc1-c1csc(C(O)(c2ccccc2)C(F)(F)F)n1 (centres undefined) was read as FAS-TE inh 22, SKN-1 block 5, Neddyl block inactive, MT1-MMP act inh -5, bovine MsrA act -6, E coli Lon inh 4, Rin1 Abl inh -3, PABP1 MLLE inh -18 and CendR NRP1 mod -5.
COc1ccc(CCNC(=O)COc2cc(C)cc3oc(=O)c(C)c(C)c23)cc1OC was read as FAS-TE inh 1, SKN-1 block 1, Neddyl block inactive, MT1-MMP act inh -1, bovine MsrA act 0, E coli Lon inh -6, Rin1 Abl inh -1, PABP1 MLLE inh 7 and CendR NRP1 mod 6.
For COc1ccc(C2Nc3ccccc3C(=O)N2NS(=O)(=O)c2ccc(C)cc2)cc1OC (centres undefined) the results were FAS-TE inh 1, SKN-1 block 5, MT1-MMP act inh -2, bovine MsrA act -3, E coli Lon inh 3, Rin1 Abl inh -2, PABP1 MLLE inh 0 and CendR NRP1 mod 0.
For CCCn1c(=O)c2[nH]c(-c3ccc(S(=O)(=O)O)cc3)nc2n(CCC)c1=O the results were FAS-TE inh -5, SKN-1 block -5, MT1-MMP act inh 2, bovine MsrA act -1, E coli Lon inh -6, Rin1 Abl inh -5, PABP1 MLLE inh 3 and CendR NRP1 mod -5.
For CN(C)S(=O)(=O)c1ccc(C(=O)NCC2(N3CCCCC3)CCCCC2)cc1 the results were FAS-TE inh -1, SKN-1 block -5, Neddyl block inactive, MT1-MMP act inh -3, bovine MsrA act -3, E coli Lon inh -3, Rin1 Abl inh -3, PABP1 MLLE inh -14 and CendR NRP1 mod -11.
For CC1CCN(C2(O)C(=O)Nc3ccc(Br)cc32)CC1 (centres undefined) the results were FAS-TE inh 6, SKN-1 block -5, Neddyl block inactive, MT1-MMP act inh 1, bovine MsrA act -8, E coli Lon inh 12, Rin1 Abl inh 0, PABP1 MLLE inh 7 and CendR NRP1 mod 4.
COc1ccc(OC)c(C(=O)c2ccc(C(=O)O)cc2)c1 was read as FAS-TE inh -10, SKN-1 block -12, Neddyl block inactive, MT1-MMP act inh 0, bovine MsrA act -9, E coli Lon inh -12, Rin1 Abl inh -2, PABP1 MLLE inh 9 and CendR NRP1 mod -4.
For O=C(COC(=O)CNC(=O)c1ccc(Cl)cc1Cl)NC1CCCCC1 the results were FAS-TE inh -4, SKN-1 block -4, Neddyl block inactive, MT1-MMP act inh 5, bovine MsrA act -13, E coli Lon inh 0, Rin1 Abl inh 1, PABP1 MLLE inh 7 and CendR NRP1 mod -2.
COC(=O)c1cccc(NC(=S)NCc2ccco2)c1 was read as FAS-TE inh -3, SKN-1 block 4, Neddyl block inactive, MT1-MMP act inh 2, bovine MsrA act 3, E coli Lon inh 10, Rin1 Abl inh 0, PABP1 MLLE inh 7 and CendR NRP1 mod -10.
For CCOc1ccc(NC(=S)N(CCCN2CCOCC2)Cc2cn(C)c3ccccc23)cc1 the results were FAS-TE inh 16, SKN-1 block -7, Neddyl block inactive, MT1-MMP act inh -2, bovine MsrA act -10, E coli Lon inh 4, Rin1 Abl inh 2, PABP1 MLLE inh -76 and CendR NRP1 mod 0.
Screening Cc1c(NC(=O)C2CC(c3ccc(F)cc3)=NO2)c(=O)n(-c2ccccc2)n1C (centres undefined) returned FAS-TE inh -6, SKN-1 block -17, Neddyl block inactive, MT1-MMP act inh 1, bovine MsrA act -4, E coli Lon inh -14, Rin1 Abl inh -1, PABP1 MLLE inh 6 and CendR NRP1 mod 6.
Cn1c(NC(=O)Cc2cccs2)cc(=O)n(C)c1=O was read as FAS-TE inh -6, SKN-1 block 5, Neddyl block inactive, MT1-MMP act inh 2, bovine MsrA act 0, E coli Lon inh -3, Rin1 Abl inh 0, PABP1 MLLE inh 8 and CendR NRP1 mod -2.
For CCCCn1nnnc1C(c1ccccc1)N1CCN(C/C=C/c2ccccc2)CC1 (centres undefined) the results were FAS-TE inh 0, SKN-1 block 26, Neddyl block inactive, MT1-MMP act inh 5, bovine MsrA act -1, E coli Lon inh -12, Rin1 Abl inh 4, PABP1 MLLE inh 10 and CendR NRP1 mod 9.
For O=C(Nc1nncs1)c1cccnc1Cl the results were FAS-TE inh -15, SKN-1 block 7, Neddyl block inactive, MT1-MMP act inh -4, bovine MsrA act -3, E coli Lon inh -5, Rin1 Abl inh -2, PABP1 MLLE inh 8 and CendR NRP1 mod -19.
`CC1CC(=O)N(c2ccc(C(C)C)cc2)C(=O)C1` gave FAS-TE inh -4, SKN-1 block -3, Neddyl block inactive, MT1-MMP act inh 3, bovine MsrA act -13, E coli Lon inh 7, Rin1 Abl inh -1, PABP1 MLLE inh 10 and CendR NRP1 mod -1.
Screening O=C(c1cccnc1)N(Cc1ccccc1)C(=O)c1cccnc1 returned FAS-TE inh -5, SKN-1 block 8, Neddyl block inactive, MT1-MMP act inh -4, bovine MsrA act -1, E coli Lon inh 3, Rin1 Abl inh 2, PABP1 MLLE inh -14 and CendR NRP1 mod 13.
`Cc1c(NC(=O)/C(C#N)=C/C2CC=CCC2)c(=O)n(-c2ccccc2)n1C` (centres undefined) gave FAS-TE inh -2, SKN-1 block -3, Neddyl block inactive, MT1-MMP act inh 3, bovine MsrA act 1, E coli Lon inh 0, Rin1 Abl inh 1, PABP1 MLLE inh -3 and CendR NRP1 mod 2.
For COc1c(/C=N/NC(=O)[C@H]2C[C@@H]2c2ccccc2)c(CCN(C)C(C)=O)cc2c1OCO2 the results were FAS-TE inh 4, SKN-1 block 0, Neddyl block inactive, MT1-MMP act inh -2, bovine MsrA act -1, E coli Lon inh 5, Rin1 Abl inh 1, PABP1 MLLE inh 5 and CendR NRP1 mod -3.
`CCCCCOc1ccc(C(=O)N(Cc2ccco2)C2CCS(=O)(=O)C2)cc1` (centres undefined) gave FAS-TE inh 15, SKN-1 block 7, Neddyl block inactive, MT1-MMP act inh 3, bovine MsrA act -2, E coli Lon inh -7, Rin1 Abl inh 0, PABP1 MLLE inh -2 and CendR NRP1 mod 6.
`COC(=O)c1sccc1-n1cccc1C(=O)C(=O)N1CC(C)OC(C)C1` (centres undefined) gave FAS-TE inh -4, SKN-1 block 11, Neddyl block inactive, MT1-MMP act inh 0, bovine MsrA act -2, E coli Lon inh -3, Rin1 Abl inh 2, PABP1 MLLE inh -12 and CendR NRP1 mod 11.
For Cn1c(=O)[nH]c(=O)c2c1nc(CN1CCN(c3ccccc3F)CC1)n2CC(N)=O the results were FAS-TE inh -4, SKN-1 block -2, Neddyl block inactive, MT1-MMP act inh -3, bovine MsrA act -3, E coli Lon inh 4, Rin1 Abl inh -2, PABP1 MLLE inh 6 and CendR NRP1 mod -10.
For O=S(=O)(Nc1ccc2c(c1)OCCO2)c1c(F)cccc1F the results were FAS-TE inh -7, SKN-1 block 17, Neddyl block inactive, MT1-MMP act inh 4, bovine MsrA act -3, E coli Lon inh -10, Rin1 Abl inh 0, PABP1 MLLE inh 25 and CendR NRP1 mod -3.
Screening O=C(Cn1cccc1C(=O)c1ccccc1)NCc1ccco1 returned FAS-TE inh -10, SKN-1 block -32, Neddyl block inactive, MT1-MMP act inh -2, bovine MsrA act -2, E coli Lon inh 5, Rin1 Abl inh 1, PABP1 MLLE inh -4 and CendR NRP1 mod 5.
`O=C(N/N=C/c1cccn1-c1ccc([N+](=O)[O-])cc1)c1cccnc1` gave FAS-TE inh 3, SKN-1 block 8, Neddyl block inactive, MT1-MMP act inh -19, bovine MsrA act -6, E coli Lon inh -1, Rin1 Abl inh -2, PABP1 MLLE inh -6 and CendR NRP1 mod 7.
Screening O=C(NCc1ccccc1Cl)c1ccccc1CCc1ccccc1 returned FAS-TE inh 26, SKN-1 block 5, Neddyl block inactive, MT1-MMP act inh -9, bovine MsrA act -3, E coli Lon inh -5, Rin1 Abl inh -2, PABP1 MLLE inh -2 and CendR NRP1 mod 11.
COc1ccc(S(=O)CC(=O)Nc2ccc(Cl)cc2Cl)cc1 (centres undefined) was read as FAS-TE inh -1, SKN-1 block 14, Neddyl block inactive, MT1-MMP act inh 0, bovine MsrA act -3, E coli Lon inh -4, Rin1 Abl inh 1, PABP1 MLLE inh -6 and CendR NRP1 mod 12.
For O=C1C=C(c2cccc(O)c2)CCC1 the results were FAS-TE inh -13, SKN-1 block -6, Neddyl block inactive, MT1-MMP act inh 1, bovine MsrA act 5, E coli Lon inh 11, Rin1 Abl inh -1, PABP1 MLLE inh 7 and CendR NRP1 mod 6.
For CC(C(=O)Nc1ccccc1)C(=O)Nc1ccccc1 the results were FAS-TE inh -5, SKN-1 block 3, Neddyl block inactive, MT1-MMP act inh 8, bovine MsrA act -1, E coli Lon inh -6, Rin1 Abl inh -3, PABP1 MLLE inh 11 and CendR NRP1 mod 2.
For CC(C)(C)c1ccc(C(=O)N2CCCCCC2=O)cc1 the results were FAS-TE inh -6, SKN-1 block 15, Neddyl block inactive, MT1-MMP act inh -3, bovine MsrA act -6, E coli Lon inh 1, Rin1 Abl inh 2, PABP1 MLLE inh -17 and CendR NRP1 mod -11.
Screening O=C(O)CC(NC(=O)COc1ccccc1)c1cccc([N+](=O)[O-])c1 (centres undefined) returned FAS-TE inh 0, SKN-1 block -3, Neddyl block inactive, MT1-MMP act inh -1, bovine MsrA act -6, E coli Lon inh -4, Rin1 Abl inh 0, PABP1 MLLE inh 1 and CendR NRP1 mod 3.
Cc1ccc(NC(=O)Cc2ccc(Cl)cc2)cc1S(=O)(=O)N1CCCCCC1 was read as FAS-TE inh 35, SKN-1 block -11, Neddyl block inactive, MT1-MMP act inh -4, bovine MsrA act -4, E coli Lon inh -8, Rin1 Abl inh 3, PABP1 MLLE inh -30 and CendR NRP1 mod 4.
`C=C1CC[C@@H]2[C@](C)(CO)[C@H](O)CC[C@@]2(C)[C@@H]1C/C=C1/C(=O)OCC1O` (some centres undefined) gave FAS-TE inh 1, SKN-1 block -1, Neddyl block inactive, MT1-MMP act inh -3, bovine MsrA act 0, E coli Lon inh -2, Rin1 Abl inh 1, PABP1 MLLE inh 10 and CendR NRP1 mod 14.
For CCC(C)[C@H]1COCCS(=O)(=O)N1Cc1ccc(C)cc1 (some centres undefined) the results were FAS-TE inh 7, SKN-1 block 12, Neddyl block inactive, MT1-MMP act inh 2, bovine MsrA act 1, E coli Lon inh -2, Rin1 Abl inh 3, PABP1 MLLE inh 2 and CendR NRP1 mod 10.
For COCCN(C(=O)COC(=O)c1ccc(Cl)s1)c1c(N)n(Cc2ccccc2)c(=O)[nH]c1=O the results were FAS-TE inh -7, SKN-1 block -2, Neddyl block inactive, MT1-MMP act inh 1, bovine MsrA act -4, E coli Lon inh -14, Rin1 Abl inh 0, PABP1 MLLE inh -5 and CendR NRP1 mod 2.
For COCCNC(=O)/C(C#N)=C/c1c(F)cccc1Cl the results were FAS-TE inh 6, SKN-1 block -6, Neddyl block inactive, MT1-MMP act inh -9, bovine MsrA act 0, E coli Lon inh -6, Rin1 Abl inh 3, PABP1 MLLE inh 26 and CendR NRP1 mod 14.
Screening CCOC(=O)c1[nH]c(C)c(C(=O)N2CCN(c3cccc(Cl)c3)CC2)c1C returned FAS-TE inh 5, SKN-1 block 15, Neddyl block inactive, MT1-MMP act inh -16, bovine MsrA act -3, E coli Lon inh -1, Rin1 Abl inh -1, PABP1 MLLE inh 3 and CendR NRP1 mod 2.

Rows are unselected; about 4% have a hit in one of these screens.
